High-throughput results: PubChem, National Center for Advancing Translational Sciences (NCATS)
HP1b binding inh: inhibitors of HP1-beta chromodomain binding to methylated histone tails; AlphaScreen HP1-beta / biotin-H3K9me3 peptide binding; Potency, µM (doses to about 114 µM), for the others: at the highest dose activity change, negative = inhibition, actives largely listed as inhibitors; 390,000 tested, 0.56% active; AID 540317; note: potency is the fitted concentration of half-maximal effect; nearly all actives have a fitted effect of over 70% in size; inactives centre near 23
Target sequence (P83916 whole entry, looked up): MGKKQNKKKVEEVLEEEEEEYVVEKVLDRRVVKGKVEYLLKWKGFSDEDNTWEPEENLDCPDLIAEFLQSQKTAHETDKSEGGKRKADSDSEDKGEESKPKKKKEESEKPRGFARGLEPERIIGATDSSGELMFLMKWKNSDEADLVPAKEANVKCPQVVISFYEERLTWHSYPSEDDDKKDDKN
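Compound inhibition of the preformed complex between 50 nM HP1-beta and 50 nM biotinylated H3K9me3 peptide was read by AlphaScreen. Buffer was PBS pH 7.4 with 0.01% Tween-20. Incubations ran 30 min at room temperature, with 10 ug/mL donor/acceptor beads.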
GLS inh: inhibitors of human glutaminase (GLS). 410,000 tested, 0.21% active. Potency, µM (doses to about 45.5 µM), without a hit: top-dose activity change, negative = inhibition, most hits filed as inhibitors. O94925. GLS enzymatic activity, qHTS titration. AID 624170; note: potency is the fitted concentration of half-maximal effect; % is set by controls: 0 for no effect and ±100 for the full control effect
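Two-point fluorescence kinetic (t0, 30 min RT) for hKGA; glutamate detected via glutamate oxidase–HRP–Amplex Red. Substrate: 1 mM L-glutamine solution; buffer 45 mM KH2PO4, pH 8.2.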
BAZ2B block: BAZ2B (human) inhibition. AlphaScreen BAZ2B-H3K14Ac peptide displacement. Q9UIF8. 360,000 tested, 4.4% active. Potency, µM (highest dose often 114 µM), for the others: at the highest dose activity change, negative = inhibition, actives largely listed as inhibitors; note: potency is the fitted concentration of half-maximal effect; % is set by controls: 0 for no effect and ±100 for the full control effect; nearly all actives have a fitted effect of over 60% in size
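BAZ2B 50 nM plus b-H3(5-23)K14Ac 50 nM, PBS pH 7.4/0.01% Tween-20, 30 min RT; compound added (max 110 uM), 30 min RT; streptavidin donor/Ni-chelate acceptor beads 10 ug/mL final, 20 min dark; AlphaScreen read.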
G9a block: inhibitors of human histone lysine methyltransferase G9a; G9a H3K9 monomethylation, AlphaScreen, 2 h; Q96KQ7; Potency, µM (series often up to 102 µM), for inactives: at the top dose activity, negative = inhibition, actives largely listed as inhibitors; 350,000 tested, 8.8% active; note: potency is the fitted concentration of half-maximal effect; % is set by controls: 0 for no effect and ±100 for the full control effect; nearly all actives have a fitted effect of over 75% in size
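AlphaScreen read-out: biotin-H3K9 peptide (500 nM) methylation by 20 nM enzyme with 20 uM SAM, 2 h at room temperature after 15 min compound preincubation; anti-monomethyl H3K9 antibody plus donor/acceptor beads, 10 min dark.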
JMJD2A Tudor inh: blocks the human JMJD2A Tudor domain; O75164; AlphaScreen JMJD2A-Tudor / H3K4me3 peptide binding; Potency, µM (titrated, usually from 114 µM), inactives show top-dose activity change, negative = inhibition, actives largely listed as inhibitors; 390,000 tested, 4.4% active; note: potency is the fitted concentration of half-maximal effect; % is set by controls: 0 for no effect and ±100 for the full control effect; nearly all actives have a fitted effect of over 50% in size
ERG Ets-DNA blk: ERG Ets/DNA interaction inhibition; fluorescence polarization, His-ERG Ets domain / labelled DNA; Potency, µM (titrated, usually from 76.9 µM), without a hit: at the highest dose FP activity, negative = inhibition, hits mostly inhibitors; 370,000 tested, 0.028% active; AID 624246; active = well fitted inhibition curve with a large enough effect in the polarisation, with a control signal flat; inconclusive = small, poorly fitted or top-dose-only effect, or effect the other way, or a change in a side signal; inactive = no such curve, though single readings can be large or run the other way; the % refers to the polarisation;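 note: polarization taken with two DNA probes labelled with fluorescein and Texas red; potency is the fitted concentration of half-maximal effect; % of control where 0% means no effect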
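His-tagged ERG Ets domain (1 uM in the protein solution; 300mM KCl, 50mM Tris-HCl, 1mM EDTA, 1mM DTT, pH 7.5) received compound, then a probe mix of 5 nM fluorescein-DNA and 100nM Texas-615-DNA. Fluorescence polarization was read for both dyes.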
Pin1 inh: inhibitors of human Pin1; Potency, µM (highest dose often 115 µM), for the others: top-dose activity, negative = inhibition, actives largely listed as inhibitors; Pin1 FP peptide displacement, HiFluor488, 10 min; 390,000 tested, 0.009% active; AID 504891; active = well fitted inhibition curve with a large enough effect in the polarisation, with a control signal flat, not every such curve was filed as active; inconclusive = small, poorly fitted or top-dose-only effect, or effect the other way, or a change in a side signal; inactive = no such curve, though single readings can be large or run the other way; the % refers to the polarisation; note: potency is the fitted concentration of half-maximal effect; % is set by controls: 0 for no effect and ±100 for the full control effect
Target sequence (Q13526 whole entry, looked up): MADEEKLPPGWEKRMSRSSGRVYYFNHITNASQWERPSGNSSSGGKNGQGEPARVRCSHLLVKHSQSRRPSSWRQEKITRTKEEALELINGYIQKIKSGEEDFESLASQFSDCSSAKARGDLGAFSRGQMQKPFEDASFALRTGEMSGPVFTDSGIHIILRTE
Tb PGK inh: blocks T. brucei phosphoglycerate kinase. P07378. PGK/GAPDH coupled, Kinase-Glo luminescence, 60 min. Potency, µM (titrated, usually from 57.5 µM), without a hit: at the highest dose activity change, negative = inhibition, actives largely listed as inhibitors. 380,000 tested, 0.043% active; note: potency is the fitted concentration of half-maximal effect; % is set by controls: 0 for no effect and ±100 for the full control effect; nearly all actives have a fitted effect of over 60% in size
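Recombinant glycosomal PGK reaction used 1,3-bisphosphoglycerate generated in-well by GAPDH (100nM final) in 100mM TEA pH 7.6, 5mM MgCl2, 0.01% Tween-20. After 60 minutes at room temperature, ATP was read by Kinase-Glo Plus luminescence end-point.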
PI4K2A inh: inhibitors of human PI4K2A; activity change, negative = inhibition, % at 76.9 µM; purified PI4K2A, ADP-Glo luminescence, 1 h; active compounds read low; 420,000 tested, 0.13% active; Q9BTU6; in the data active = activity change below about -50%; inconclusive = mostly about -30% to -49%;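 note: -100% = wells without enzyme as full effect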
Target sequence (Q9BTU6 whole entry, looked up): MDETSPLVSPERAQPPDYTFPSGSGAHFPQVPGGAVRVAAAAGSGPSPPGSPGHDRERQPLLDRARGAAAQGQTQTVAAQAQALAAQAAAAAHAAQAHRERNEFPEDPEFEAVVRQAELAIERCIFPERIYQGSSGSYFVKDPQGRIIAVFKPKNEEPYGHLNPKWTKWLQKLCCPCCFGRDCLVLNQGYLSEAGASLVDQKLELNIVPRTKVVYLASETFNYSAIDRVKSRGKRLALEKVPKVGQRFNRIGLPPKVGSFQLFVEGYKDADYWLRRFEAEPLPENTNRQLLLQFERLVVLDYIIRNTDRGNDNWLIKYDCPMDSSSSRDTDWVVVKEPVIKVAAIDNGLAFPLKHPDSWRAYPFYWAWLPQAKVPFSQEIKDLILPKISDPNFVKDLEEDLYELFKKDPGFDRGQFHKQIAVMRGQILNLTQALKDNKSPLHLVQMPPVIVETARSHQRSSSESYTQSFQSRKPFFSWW
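In this quantitative HTS, ADP production by PI4K2A was quantified luminescently after 1 h at ambient temperature; 100 microM adenosine served as plate-quality control.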
* marks the source's active call; other numbers are inactive results; i = inactive; ? = inconclusive; · = not tested or not shown; [ ] = dose if it differs, or a comment. Unless noted, calls come from the whole dose curve; as a rule, active = well fitted curve in the direction sought with a large enough effect; inconclusive = small, poorly fitted or top-dose-only effect, or another doubt; inactive = no such curve, though single readings can be large; an effect the other way counts as inactive or inconclusive.

SMILES | HP1b binding inh | GLS inh | BAZ2B block | G9a block | JMJD2A Tudor inh | ERG Ets-DNA blk | Pin1 inh | Tb PGK inh | PI4K2A inh
COc1ccc(NC(=O)C2(c3cccs3)CCOCC2)cc1 | 64%[activator] | -2% | -17% | -1% | -14%[11.4 µM] | -3% | 5% | 2% | 1
CC(C)(CO)Nc1ccc([N+](=O)[O-])cc1[N+](=O)[O-] | 13% | 10% | 4%[57.1 µM] | -11% | -8% | 4% | 0% | -13% | 1
Cc1cc(-c2cc(C(=O)NCc3ccccc3)on2)nc(NCC2CC2)n1 | 30% | 2% | 3% | 15%[59 µM] | -22% | -1% | 1% | 0% | -1
C=CCN1C(=O)/C(=C2/Sc3ccccc3N2CC)SC1=S | 35% | -15% | 9% | 1% | -8% | 2% | ? | i | 2
CCn1c(-c2ccc(N(C)C)cc2)nc2ccccc21 | 11% | 21% | 50µM* | 79µM* | -31% | 5% | 7% | i | -5
Cc1cc(NC(=O)CCCN2C(=O)c3cccc4cccc(c34)C2=O)no1 | 21% | -7% | -19% | 1% | -10% | -11% | -5% | -1% | 1
COc1cc(NC(=O)c2ccccc2F)c(OC)cc1NC(=O)CN1CCCCC1 | 10% | 8% | ? | ? | ? | 3% | -3% | i | 2
Cc1cccnc1NC(=O)c1cc2c(=O)oc3ccccc3c2s1 | 42%[activator] | 2% | -2% | -5%[59 µM] | -18% | 13% | -15% | -3% | 3
C=CCOc1cc(OC)c(OC)c(OC)c1 | 25% | 3% | -8% | -3% | -19% | 9% | 8% | 3% | -2
CS(=O)(=O)N(CC(=O)NCc1ccccc1Cl)Cc1ccccc1 | 32% | 7% | 2% | -1%[59 µM] | -1% | 6% | -4% | -2% | 5
O=C(NCCc1ccc(F)cc1)c1coc(=O)c(Br)c1 | 24% | 3% | 0% | ? | -17% | 11% | -2% | · | -2
CCc1ccccc1NC(=O)N1CCN(c2cc(-c3noc(C)n3)ccc2C)CC1 | 40%[57 µM] | -7% | 2% | -10%[59 µM] | -1% | -1% | -5% | -3% | 0
CCCOCC(O)CC(Cc1ccccc1)C(=O)NN (stereo unspecified) | 32% | 5% | 0% | -1% | -12% | -4% | 0% | 5% | 6
O=C(CN1CCc2ccccc2C1)Nc1ccccc1F | 49%[activator] | -5% | -8% | -27% | -11% | 1% | -2% | -1% | -5
COc1ccc(S(=O)(=O)N2CCCCCC2)cc1C(=O)N1CCN(c2ccc(F)cc2)CC1 | 15% | 7% | · | · | -25% | 12% | -15% | -4% | -5
O=C(COC(=O)c1cccc(Cl)c1)NC(=O)NCc1ccccc1 | 20% | 1% | · | · | -10% | 5% | 1% | -2% | -3
Cc1nc2ccccc2n1CC(O)COCC1CC=CCC1 (stereo unspecified) | 45%[activator] | 6% | 1% | 12%[59 µM] | -3% | 7% | 1% | -3% | -4
On1nnc2ccc3ccccc3c21 | 41%[activator] | 8% | -2% | ? | 4% | -2% | -3% | 5% | 0
COc1ccc(/C=C2\SC(=S)N(N3CCOCC3)C2=O)c(OC)c1 | ? | 0% | 24% | 46%[59 µM] | ? | -7% | 2% | -5% | 0
N#C/C(=C\c1c(N2CCC(C(N)=O)CC2)nc2ccccn2c1=O)S(=O)(=O)c1ccccc1 | 26% | -6% | -4% | ? | -3% | 0% | 1% | 17% | 2

The closing three records of the section before come first, to join the parts:
SMILES | HP1b binding inh | GLS inh | BAZ2B block | G9a block | JMJD2A Tudor inh | ERG Ets-DNA blk | Pin1 inh | Tb PGK inh | PI4K2A inh
On1nnc2ccc3ccccc3c21 | 41%[activator] | 8% | -2% | ? | 4% | -2% | -3% | 5% | 0
COc1ccc(/C=C2\SC(=S)N(N3CCOCC3)C2=O)c(OC)c1 | ? | 0% | 24% | 46%[59 µM] | ? | -7% | 2% | -5% | 0
N#C/C(=C\c1c(N2CCC(C(N)=O)CC2)nc2ccccn2c1=O)S(=O)(=O)c1ccccc1 | 26% | -6% | -4% | ? | -3% | 0% | 1% | 17% | 2
CCOc1ccc(Nc2ccc(N)c(S(=O)(=O)O)c2)cc1 | 50µM* | ? | · | · | 56µM* | 0% | · | ? | -14
CCCN(/C=N/c1sc2c(c1C#N)CCCCC2)CCC | 5% | -1% | -9% | ? | -7% | -11% | 2% | -2% | 0
O=c1[nH]c(=O)c2cc3ccccc3nc2[nH]1 | 49%[activator] | -5% | · | · | -7% | · | 1% | i | -6
CCC(C)[C@H](NC(=O)C1CC(=O)N(c2ccc3c(c2)OCCO3)C1)C(=O)NC1CCCC1 (stereo partly specified) | 36% | -2% | -14%[57.1 µM] | -2% | -6% | 6% | -7% | -2% | 2
O=C(CSc1nc2ccccc2c(=O)n1-c1ccc(F)cc1)Nc1ccc2c(c1)CCC2 | 34% | 5% | 1% | 3%[59 µM] | -6% | -1% | ? | -3% | 13
O=C(c1ccc([N+](=O)[O-])cc1[N+](=O)[O-])N1CCCC1 | 23% | 10% | -19% | 8% | -18% | 8% | -1% | 2% | 1
O=C(c1ccccc1)c1ccc(Oc2ccc(C(=O)O)c(C(=O)O)c2)cc1 | 20% | 11% | -33% | 1%[0.501 µM] | -32% | 10% | -17% | -5% | 6
O=S(=O)(c1cccc(Cl)c1)N1CCC(c2nc3ccccc3[nH]2)CC1 | 34% | -16% | -19% | -22%[59 µM] | 4% | 4% | 2% | -10% | 3
O=C(Oc1coc(CSc2nnc(NC(=O)C3CC3)s2)cc1=O)c1ccccc1 | 32% | 4% | ? | -47%[59 µM] | -16% | 9% | 25% | -2% | 1
Cc1ccc(C(=O)N2CCN(S(=O)(=O)N3CCOCC3)CC2)cc1 | 45%[activator] | 4% | 2% | 21% | -6% | -7% | -1% | 8% | 0
COc1ccccc1N1CCN(C(=O)C(F)F)CC1 | 31% | 10% | 2% | -16%[59 µM] | -18% | 2% | 1% | 6% | 3
Cc1ccccc1NC(=O)C(C)SCc1ccccc1 (stereo unspecified) | 54%[activator] | 0% | 4% | 21% | -1% | -3% | -2% | i | 4
CN(CCO)C(=O)c1ccc(-c2nn(C)c(=O)c3ccccc23)cc1 | 12% | 1% | -17% | 15% | 1% | 14% | -7% | 9% | -10
CC/S(CC1CC1(Cl)Cl)=N\S(=O)(=O)c1ccc(C)cc1 (stereo unspecified) | 18% | 2% | 7% | -5%[59 µM] | -13% | 0% | 8% | 0% | -2
COc1ccc(-c2cnc(C)o2)cc1S(=O)(=O)Nc1ccc(F)cc1F | 41%[activator] | 3% | ? | 3%[59 µM] | -17% | 2% | -9% | -6% | -6
CCN1CCN(CCCNC(=O)CCc2nc(-c3ccc(OC)cc3)no2)CC1 | 35% | 0% | -8% | 9%[59 µM] | 5% | 18% | 3% | -5% | 1
CCOc1ccccc1/C=N/NC(=O)c1cccc(Cl)c1 | 29% | 1% | 3% | 5%[59 µM] | -3% | -6% | -8% | -6% | -1
O=C(COC(=O)CSc1nnc(-c2ccc(Cl)cc2)o1)Nc1cc(Cl)ccc1Cl | 32% | -10% | -23% | 1%[59 µM] | -9% | 2% | 10% | -2% | 5
CCCc1nc(NCc2ccc3c(c2)OCO3)c2nnn(Cc3ccccc3Cl)c2n1 | 22% | 2% | 12% | 12%[59 µM] | -4% | 5% | -3% | -1% | 2
O=C1Nc2ccccc2C1(O)c1ccccc1O (stereo unspecified) | 18% | 12% | -13% | 6% | -15% | 5% | -1% | -2% | 1
O=C(CN1CCN(C(C(=O)Nc2cc(C(F)(F)F)ccc2Cl)c2ccccc2)CC1)NC1CC1 (stereo unspecified) | 23% | 3% | · | · | -19% | -8% | -2% | 1% | -3
CN1CCN(C(=S)Nc2cc(S(=O)(=O)N3CCOCC3)ccc2Cl)CC1 | 17% | -7% | · | -42% | -12% | -5% | 1% | -12% | -1
COC(=O)N1CN(C(=O)OC)CN(C(=O)OC)C1 | 41% | -8% | 0% | 1% | 7% | 1% | -1% | -4% | 6
Cc1nc2c(c(C)nn2-c2ccccc2)c(C)c1CCC(=O)NCCc1ccccc1 | 24% | 6% | -1% | -4%[59 µM] | -16% | -2% | -5% | i | 2
COc1ccc2[nH]c(=O)c(CN(CCN(C)C)C(=O)NCc3ccccc3)cc2c1 | 40%[activator] | -1% | 1% | -18%[12.7 µM] | -3% | 10% | ? | -8% | -6
CC(C)[C@H](NC(=O)N1CCn2c1nc1ccccc12)C(=O)NCc1ccc2c(c1)OCO2 | 33% | -2% | -34% | 7% | -14% | -8% | -6% | -4% | -1
Cc1cc(NC(=O)CCCN2C(=O)/C(=C/c3ccccc3Cl)SC2=S)no1 | 3% | 5% | -10% | 11% | -8% | 12% | -1% | -1% | 9
Cc1cc(Cl)c(S(=O)(=O)N2CCN(c3ccc(F)cc3)CC2)cc1OCC(N)=O | 52% | -7% | -1% | -39% | 3% | 0% | -2% | i | 6
O=S(=O)(c1ccc(Cl)cc1)N1CCN(C(=S)Nc2ccc(F)c(Cl)c2)CC1 | 21% | 14% | -5% | 9%[59 µM] | -7% | -3% | 8% | -5% | -1
Cn1c(N)c(C(=O)CSc2nc3ccccc3c(=O)n2CCCN2CCOCC2)c(=O)n(C)c1=O | 58%[activator] | -1% | -13% | 4% | -4% | 1% | 0% | -8% | 0
